# Source: PubChem BioAssay
# B2AR arrestin = recruits beta-arrestin to the human beta2-adrenergic receptor. actives 0.02% (n = 330,000). Potency, µM (top dose mostly 46.1 µM), for the others: top-dose activation, actives largely listed as activators. AID 492947. beta-arrestin recruitment to beta2AR, cell-based reporter;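 note: potency is the fitted concentration of half-maximal effect; 0% = DMSO controls and full agonism = EC100 isoproterenol or metaproterenol; nearly all actives have a fitted effect of over 65% in size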
# Giardia kill = kills Giardia lamblia; Giardia lamblia trophozoite viability; activity change, % at 7.66 µM, hits read low; actives 0.15% (n = 340,000); in the data active = activity change below about -80%; inconclusive = between about -30% and that limit;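 note: parasites exposed to compound for two days anaerobically before the ATP read; % is set by controls: 0 for no effect and ±100 for the full control effect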
#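 Luminescent ATP signal served as the viability read-out, measured 15-30 min after adding ATP detection reagent to trophozoites that had been incubated with compounds for 48 hrs at 37 deg C anaerobically at 100 cells/well.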
# PKM2 activator = increases activity of human pyruvate kinase M2; purified PKM2, Kinase-Glo ATP luminescence, activation; response scale: 0% is enzyme alone, no compound; actives 0.34% (n = 260,000); AID 1631; Potency, µM (series often up to 57.5 µM), for inactives: at the highest dose activation, hits mostly activators; P14618; note: potency is the fitted concentration of half-maximal effect; % is set by controls: 0 for no effect and ±100 for the full control effect; nearly all actives have a fitted effect of over 55% in size
#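 hPK-M2, >95% pure; 0.1 mM ADP / 0.5 mM PEP final; imidazole pH7.2 buffer w/ 7 mM MgCl2, 50 mM KCl; 1 h RT; Kinase-Glo lum. Intermediate enzyme activity for dual inhibitor/activator qHTS.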
# S-ASM inh = human S-ASM enzyme inhibition. P17405. placental ASM, HMU-PC fluorogenic substrate, 60 min. Potency, µM (titrated, usually from 57.5 µM), without a hit: at the highest dose activity change, negative = inhibition, hits mostly inhibitors. actives 0.006% (n = 340,000). AID 504937; note: potency is the fitted concentration of half-maximal effect
#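 Steps: dispense placental human ASM, pin compound, wait 10 min at room temperature, add HMU-PC0 substrate at 9 uM final, incubate 60 min at 37 °C, add stop solution raising pH to 10, read fluorescence.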
# Chronic BCR inh = chronic active BCR signaling inhibition; ABC-DLBCL IkBa-CBG/CBR reporter, luminescence ratio, 4 h; Potency, µM (top dose mostly 46.1 µM), without a hit: top-dose ratio change, negative = lower green/red ratio, hits mostly inhibitors; actives 0.05% (n = 340,000); active = well fitted inhibition curve with a large enough effect in the signal ratio, with a control signal flat, not every such curve was filed as active; inconclusive = small, poorly fitted or top-dose-only effect, or effect the other way, or a change in a side signal; the % refers to the signal ratio;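 note: potency is the fitted concentration of half-maximal effect; plate controls were basal doxycycline-induced cells for no effect and cells given 10 µM MG132 for full effect; MG132 reads +100%, hits lower the ratio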
#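 TMD8 human ABC-DLBCL cells with doxycycline-inducible IκBα–green luciferase fusion and unfused red luciferase, in 0.5% FBS medium; compounds up to 46 uM, 4 h at 37C. Green/red luminescence ratio, filter-overlap corrected, fitted to concentration-response curves.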
# Coupling enz = coupling enzyme interference in Giardia aldolase counter-screen; activity change, negative = inhibition, % at 58.2 µM, hits read low; coupling enzyme system counterscreen, AmpLite Red fluorescence; AID 2472; actives 0.67% (n = 290,000); in the data active = activity change below about -30%; note: % is set by controls: 0 for no effect and ±100 for the full control effect
#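 Coupling enzymes only (glyceraldehyde-3-phosphate) + compound, at 57.5 uM final, 10 min RT; add substrate/coupling/AmpLite Red mix, 20 min RT; fluorescence ex 525/em 598 nm. Actives flag coupling-system interference.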
# Tb PFK block = blocks T. brucei phosphofructokinase; AID 485367; T. brucei PFK, ADP-Glo luminescence; Potency, µM (highest dose often 57.5 µM), for inactives: at the highest dose activity, negative = inhibition, most hits filed as inhibitors; O15648; actives 0.17% (n = 330,000);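 note: potency is the fitted concentration of half-maximal effect; 0% = uninhibited 1x PFK enzyme wells and -100% = no-enzyme wells; nearly all actives have a fitted effect of over 60% in size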
#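 Luminescent ADP detection (ADP-Glo, two-step: ATP depletion then ADP-to-ATP conversion for luciferase) reported PFK activity after 45 min room-temperature reaction of 1.25 nM enzyme with 0.5 mM F6P and 0.1 mM ATP at pH 8.0.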
# TSG101-PTAP inh = blocks PTAP/TSG101 interaction to inhibit HIV-1 budding; Q99816; Fluorescence polarization, FITC-PTAP peptide / Tsg101 binding; Potency, µM (series often up to 115 µM), for the others: at the top dose activity change, negative = inhibition, most hits filed as inhibitors; 340,000 tested, under 10 active; AID 493005; active = well fitted inhibition curve with a large enough effect in the main read-out, with a control signal flat, not every such curve was filed as active; inconclusive = small, poorly fitted or top-dose-only effect, or effect the other way, or a change in a side signal; inactive = no such curve, though single readings can be large or run the other way; note: potency is the fitted concentration of half-maximal effect; % of control where 0% means no effect
# Target sequence (Q99816 whole entry, looked up): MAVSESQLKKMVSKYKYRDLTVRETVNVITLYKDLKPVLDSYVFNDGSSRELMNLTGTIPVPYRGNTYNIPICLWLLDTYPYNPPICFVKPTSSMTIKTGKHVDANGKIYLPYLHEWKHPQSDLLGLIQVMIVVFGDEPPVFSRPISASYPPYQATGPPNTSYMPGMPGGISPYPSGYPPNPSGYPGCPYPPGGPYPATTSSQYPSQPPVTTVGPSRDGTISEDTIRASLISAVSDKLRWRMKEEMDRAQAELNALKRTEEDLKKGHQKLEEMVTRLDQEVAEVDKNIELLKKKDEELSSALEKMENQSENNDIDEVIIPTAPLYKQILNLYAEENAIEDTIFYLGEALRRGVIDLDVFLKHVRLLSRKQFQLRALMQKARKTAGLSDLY
#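 Steps: Tsg101 binding domain dispensed (10 uM final), compounds pinned in DMSO, FITC-labeled PTAP-motif peptide added (50 nM final); after 20 min binding at room temperature, polarization measured.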
# GALK inh = galactokinase (human) inhibition. P51570. Purified GALK, Kinase-Glo residual ATP luminescence. Potency, µM (doses to about 57.5 µM), without a hit: at the top dose activity change, negative = inhibition, most hits filed as inhibitors. actives 0.007% (n = 270,000); note: potency is the fitted concentration of half-maximal effect; % is set by controls: 0 for no effect and ±100 for the full control effect
# Target sequence (P51570 whole entry, looked up): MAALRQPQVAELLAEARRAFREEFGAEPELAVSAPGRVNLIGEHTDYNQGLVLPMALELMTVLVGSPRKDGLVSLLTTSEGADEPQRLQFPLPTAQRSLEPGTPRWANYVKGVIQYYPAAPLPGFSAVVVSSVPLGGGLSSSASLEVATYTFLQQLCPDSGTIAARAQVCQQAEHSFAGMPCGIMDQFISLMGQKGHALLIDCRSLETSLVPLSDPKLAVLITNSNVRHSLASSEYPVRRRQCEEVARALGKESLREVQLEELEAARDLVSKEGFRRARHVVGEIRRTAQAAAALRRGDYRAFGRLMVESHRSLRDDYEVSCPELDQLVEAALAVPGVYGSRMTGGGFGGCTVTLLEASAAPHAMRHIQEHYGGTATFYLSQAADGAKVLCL
#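 5 nM enzyme, 35 uM ATP, 100 uM galactose, 20 mM HEPES pH8.0, 5 mM MgCl2; 1 h RT; residual ATP by Kinase-Glo Plus luminescence, qHTS format.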
# Menin MLL FP TR = displaces Texas Red mutant MLL peptide from human menin; actives 0.23% (n = 270,000); O00255; Menin + Texas Red MLL mutant peptide, fluorescence polarization; Potency, µM (highest dose often 61.6 µM), for the others: top-dose FP activity change, negative = inhibition, hits mostly inhibitors; active = well fitted inhibition curve with a large enough effect in the polarisation, with a control signal flat, not every such curve was filed as active; inconclusive = small, poorly fitted or top-dose-only effect, or effect the other way, or a change in a side signal; inactive = no such curve, though single readings can be large or run the other way; the % refers to the polarisation; note: potency is the fitted concentration of half-maximal effect; % of control where 0% means no effect; many of its hits are not listed in these tables
# a7 integrin act = integrin-mediated muscular dystrophy alleviation activation; Potency, µM (titrated, usually from 38.3 µM), for the others: top-dose activation, most hits filed as activators; alpha7betagal myoblasts, beta-gal FDG fluorescence, 48 h; actives 0.064% (n = 350,000); AID 624291;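 note: potency is the fitted concentration of half-maximal effect; 100% = response of the positive control SU9516; nearly all actives have a fitted effect of over 60% in size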
#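 alpha7betagal+/- myoblasts (passage 13, 250/well) treated 48 h at 37C with compounds at 1:260 dilution of DMSO stock. Lysed, then beta-galactosidase activity read as FDG fluorescence (ex 480/em 540) after 30 min, with pre-read for autofluorescence.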
# * marks the source's active call; other numbers are inactive results; ? = inconclusive; / = no result given; [ ] = remark or other dose. Unless noted, calls come from the whole dose curve; as a rule, active = well fitted curve in the direction sought with a large enough effect; inconclusive = small, poorly fitted or top-dose-only effect, or another doubt; inactive = no such curve, though single readings can be large; an effect the other way counts as inactive or inconclusive. Only part of the results is shown, so the mix of outcomes need not match the whole.
# The first two compounds (preview)
cpd	smiles	B2AR arrestin	Chronic BCR inh	Coupling enz	PKM2 activator	a7 integrin act	Tb PFK block
1	O=C(Cc1ccc(F)cc1)N1CCN=C1SCc1cccc([N+](=O)[O-])c1	-0.3%	1%	0	5%	19%	-12%
2	CC(=O)N1CCSc2ccc(S(=O)(=O)Nc3ccccc3C)cc21	-0.2%	-17%	/	/	-24%	1%

cpd	Giardia kill	S-ASM inh	GALK inh	Menin MLL FP TR	TSG101-PTAP inh
1	5	-1%	0%	26%	-3%
2	18	-4%	-8%	/	-2%

# Results, repeating the preview:
cpd	smiles	B2AR arrestin	Chronic BCR inh	Coupling enz	PKM2 activator	a7 integrin act	Tb PFK block
1	O=C(Cc1ccc(F)cc1)N1CCN=C1SCc1cccc([N+](=O)[O-])c1	-0.3%	1%	0	5%	19%	-12%
2	CC(=O)N1CCSc2ccc(S(=O)(=O)Nc3ccccc3C)cc21	-0.2%	-17%	/	/	-24%	1%
3	O=C(Nc1ccc(C(=O)O)cc1)Nc1ccc(F)cc1F	0.0%	?	1	-7%	-20%	-11%
4	O=C1COc2ccc(C(=O)COC(=O)CNS(=O)(=O)c3cccc(F)c3)cc2N1	-0.2%	0%	/	/	20%	0%
5	Cc1ccccc1-n1c(=O)n(Cc2ccc(C(=O)O)cc2)c(=O)c2[nH]cnc21	-0.2%	3%	2	/	15%	5%
6	CC(C)(C)n1ncc2c(=O)n(CC(=O)N3CCCCCC3)cnc21	-0.1%	7%	4	-3%	1%	10%
7	O=S(=O)(CCC1CCCCN1)c1ccccc1 (stereo unspecified)	-0.6%	1%	-1	/	18%	2%
8	CSCCC(NS(=O)(=O)c1ccc(F)cc1)C(=O)NCc1ccc(S(N)(=O)=O)cc1 (stereo unspecified)	-0.7%	0%	5	1%	-5%	2%
9	Cc1ccc(S(=O)(=O)N2CCN(S(=O)(=O)c3ccc(C)cc3)C3OCCOC32)cc1 (stereo unspecified)	0.3%	0%	1	4%	11%[7.66 µM]	1%
10	Cc1ccc(NS(=O)(=O)c2ccc(N/N=C/c3ccncc3)c([N+](=O)[O-])c2)c(C)c1	-1.1%	?	2	8%	9%	2%
11	O=C(O)CC(CC(=O)Nc1ccc(-n2ccc(C(F)(F)F)n2)cc1)c1ccccc1 (stereo unspecified)	-0.6%	?	9	0%	-5%	2%
12	CC(=O)CSc1nc2c(c(=O)[nH]c(=O)n2C)n1CCCc1ccccc1	-0.2%	-8%	-2	-1%	-6%	-3%
13	Cc1cc(/C=C2\SC(=Nc3ccccc3)NC2=O)c(C)n1-c1ccc(S(N)(=O)=O)cc1	-0.1%	?	0	-5%	-45%[inhibitor]	3%
14	N#CNC(=Nc1ccccc1)SCc1ccc(C(=O)O)cc1	-0.1%	-19%	6	2%	4%	-1%
15	Cc1cc2nc(-c3ccc(SCC(=O)N4CCOCC4)nc3)[nH]c2cc1C	-0.2%	?	-3	-1%	-4%[7.66 µM]	-8%

cpd	Giardia kill	S-ASM inh	GALK inh	Menin MLL FP TR	TSG101-PTAP inh
1	5	-1%	0%	26%	-3%
2	18	-4%	-8%	/	-2%
3	-2	6%	-2%	1%	2%
4	4	5%	/	/	-6%
5	-12	-3%	-3%	6%	0%
6	4	4%	0%	-3%	4%
7	-9	2%	0%	-5%	-2%
8	-2	1%	0%	/	-2%
9	30[activator]	2%	5%	-2%	-7%
10	6	3%	1%	?	0%
11	12	1%	-1%	/	0%
12	13	2%	4%	1%	-4%
13	1	1%	-1%	41%[activator]	-3%
14	5	20%	-1%	0%	-7%
15	?	-16%	0%	9%	0%

# 2 records picked at random from the list so far:
cpd	smiles	B2AR arrestin	Chronic BCR inh	Coupling enz	PKM2 activator	a7 integrin act	Tb PFK block
4	O=C1COc2ccc(C(=O)COC(=O)CNS(=O)(=O)c3cccc(F)c3)cc2N1	-0.2%	0%	/	/	20%	0%
14	N#CNC(=Nc1ccccc1)SCc1ccc(C(=O)O)cc1	-0.1%	-19%	6	2%	4%	-1%

cpd	Giardia kill	S-ASM inh	GALK inh	Menin MLL FP TR	TSG101-PTAP inh
4	4	5%	/	/	-6%
14	5	20%	-1%	0%	-7%

# More compounds follow.
cpd	smiles	B2AR arrestin	Chronic BCR inh	Coupling enz	PKM2 activator	a7 integrin act	Tb PFK block
16	COC(=O)CSc1nnc(CNC(=O)c2cc(OC)cc(OC)c2)n1-c1ccc(F)cc1	-0.2%	?	2	-2%	0%	-2%
17	Cc1nc(-c2ccc(F)cc2)c(CC(=O)N(C)CC(=O)Nc2ccc(F)cc2)s1	0.0%	0%	/	/	-17%	8%
18	CCOC(=O)[C@H]1[C@H]2COc3ccc(C)cc3[C@@H]2N2C(=O)c3cc(F)c(F)cc3NC(=O)[C@@]12C	0.5%	?	/	/	-1%	-17%
19	Cc1cc2c(sc3c(C)ccc(C)c32)c(C)n1	0.4%	-15%	9	-4%	19%	0%
20	CCCN1CCC(NC(=O)Nc2ccc(F)cc2F)CC1	-0.5%	0%	3	-8%	13%	17%
21	COc1ccc(OC)c(C(C)NC(=S)NC2CCCCC2)c1 (stereo unspecified)	0.4%	-4%	1	-1%	-21%	2%
22	Cc1ccc(C2CC(C(F)(F)F)n3nc(C(=O)NCc4c(C)nn(C)c4C)c(Cl)c3N2)cc1 (stereo unspecified)	8.2%	?	4	0%	-49%[inhibitor]	2%
23	CC1(C)CC(=O)C2=C(C1)OC(/N=C/N1CCCC1)=C(C#N)C2c1ccccc1 (stereo unspecified)	0.0%	-9%	0	3%	38%	1%
24	COc1ccc(NC(=O)c2ccc(-c3ccccc3Cl)o2)cc1	0.5%	-3%	-11	-2%	-1%	-4%
25	COc1ccc(-c2noc(CN(C)Cc3ccccc3)n2)c(OC)c1OC	-0.3%	?	0	1%	28%	-7%
26	O=C(CSc1ccc(F)cc1)NCC1(N2CCOCC2)CCCCC1	-0.4%	-7%	/	/	6%	4%
27	CSC1=N/C(=C\c2ccccc2Cl)C(=O)N1N(C)C	0.0%	2%	1	-4%	?	1%
28	CCC(C)(C)NC(=O)C(c1cccs1)N(CC1CCCO1)C(=O)Cn1nnc2ccccc21 (stereo unspecified)	-0.2%	1%	0	12%	-4%	1%
29	N#Cc1ccc(-c2nc3cc(C#N)c(C#N)cc3nc2-c2ccccc2)cc1C#N	0.2%	-5%	4	14%	/	0%
30	Cc1ccc2cc(CCNC(=O)c3cc4ccccc4o3)c(=O)[nH]c2c1C	0.0%	-9%	0	1%	1%	-6%

cpd	Giardia kill	S-ASM inh	GALK inh	Menin MLL FP TR	TSG101-PTAP inh
16	11	-2%	8%	-13%	-3%
17	1	0%	/	/	-3%
18	-9	0%	/	/	-9%
19	-2	0%	-2%	/	-5%
20	15	4%	-3%	-6%	-6%
21	-8	2%	2%	-2%	-4%
22	-18	-3%	5%	-12%	0%
23	6	7%	/	/	-5%
24	-2	-9%	/	21%	-5%
25	28	2%	0%	-10%	1%
26	3	0%	/	/	-2%
27	-20	-6%	0%	/	1%
28	-2	0%	1%	?	-1%
29	/	/	7%	4%	/
30	-9	-20%	-1%	2%	0%

# (continued)
cpd	smiles	B2AR arrestin	Chronic BCR inh	Coupling enz	PKM2 activator	a7 integrin act	Tb PFK block
31	CCOC(=O)C1CCCN(C(=O)c2ccccc2SCCOC)C1 (stereo unspecified)	-0.2%	0%	1	?	16%	1%
32	CN1Cc2cc(C(=O)c3ccccc3O)cnc2NC1=O	-0.3%	?	0	6%	-8%	2%
33	CCCCn1nnnc1NCc1ccc(C)s1	0.0%	-14%	-1	-1%	20%	4%
34	CC(C)(Oc1ccc(Cl)cc1)C(=O)OCC(=O)N1CCN(c2ccccc2)CC1	-0.2%	0%	/	/	1%	0%
35	O=S(=O)(Nc1ccc2nc(N3CCOCC3)sc2c1)c1ccc(Cl)cc1	0.0%	-2%	/	/	13%	-5%
36	COc1ccccc1Nc1nc(-c2ccccc2O)nc2ccccc12	0.2%	-4%	-2	4%	4%	-2%
37	CCOc1ccc(-c2nc[nH]c2[N+](=O)[O-])cc1	0.3%	-3%	4	1%	?	-4%

cpd	Giardia kill	S-ASM inh	GALK inh	Menin MLL FP TR	TSG101-PTAP inh
31	4	-1%	2%	0%	-6%
32	1	30%	-1%	4%	-3%
33	11	1%	0%	14%	-6%
34	-2	/	/	/	0%
35	4	-3%	/	/	0%
36	-15	-15%	-1%	?	2%
37	-11	1%	8%	-1%	-1%
